CHRM5 antagonist – blocks acetylcholine activation of human M5 receptor. P08912. CHO-hM5 cells, Fluo-8 calcium fluorescence, ACh EC80. inhibition, % at 3 µM. 360,000 tested, 0.59% active. AID 624040;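 active = inhibition above a per-plate cutoff, the mean of that plate's test compounds plus 3 SD, cut at about 27% in these data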;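 also: 0% = acetylcholine EC80 with DMSO and 100% = DMSO without agonist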
Target sequence (P08912 whole entry, looked up): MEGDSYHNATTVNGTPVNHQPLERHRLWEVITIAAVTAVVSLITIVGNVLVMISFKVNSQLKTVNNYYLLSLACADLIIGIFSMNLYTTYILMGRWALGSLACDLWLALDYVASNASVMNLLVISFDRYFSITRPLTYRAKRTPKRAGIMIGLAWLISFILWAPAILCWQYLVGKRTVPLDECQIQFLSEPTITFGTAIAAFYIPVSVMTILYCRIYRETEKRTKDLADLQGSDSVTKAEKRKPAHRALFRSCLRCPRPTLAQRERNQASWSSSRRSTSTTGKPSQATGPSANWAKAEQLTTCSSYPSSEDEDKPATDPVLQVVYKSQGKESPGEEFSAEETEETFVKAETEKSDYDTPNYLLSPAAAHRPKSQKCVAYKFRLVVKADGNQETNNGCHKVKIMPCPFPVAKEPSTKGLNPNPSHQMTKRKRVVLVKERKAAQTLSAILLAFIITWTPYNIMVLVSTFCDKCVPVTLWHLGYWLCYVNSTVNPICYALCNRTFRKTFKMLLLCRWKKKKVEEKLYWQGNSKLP
M5 PAM – CHRM5 positive allosteric modulation; P08912; CHO-K1 hM5, Fluo-8 calcium, ACh EC20 PAM; 0% = ACh EC20, 100% = ACh EC100; activation, % at 3 µM; 360,000 tested, 0.3% active; AID 624038;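 active = activation above the run cutoff, the mean activation of all test compounds plus 3 SD, cut at about 18% in these data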
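Assay system: CHO-K1 hM5 cells / Incubation: Fluo-8 loading 80 min at 37 °C plus 30 min room temperature / Technique: Fluo-8 calcium dye fluorescence, kinetic read / Repeats: single replicate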
CHRM4 agonist – CHRM4 agonism in calcium assay. P08173. CHO-K1 hM4/Gqi5, Fluo-8 calcium fluorescence; vehicle 0%, full acetylcholine response 100%. activation, % at 3 µM. 360,000 tested, 0.14% active. AID 624127;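 active = activation above the run mean over all test wells plus 3 SD, cut at about 32% in these data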;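 also: peak over basal fluorescence ratio per well then scaled between controls; 0% = DMSO wells and 100% = acetylcholine at EC100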
CHRM4 PAM – positive allosteric modulators of human muscarinic M4 receptor. P08173. 360,000 tested, 0.4% active. CHO-K1 hM4/Gqi5, Fluo-8 calcium fluorescence, ACh EC20; 0% = ACh EC20, 100% = maximal ACh. activation, % at 3 µM;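 active = activation above its plate's cutoff, the mean activation of sample wells plus 3 SD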; also: some results filed as inactive read as strong as hits
CRFBP-R2 agonist – CRF-BP/CRF-R2 complex agonism | AID 588473 | 350,000 tested, 0.46% active | HEK293 CRF-R2/CRF-BP, calcium dye fluorescence (FLIPR); percent of saturating CRF peptide response | activation, % at 13.2 µM;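 active = activation of at least 50%, plus an integration ratio under a set limit after plate pattern correction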;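 also: plate controls were neutral control wells without compound for no effect and CRF at EC100 for full effect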
M4 antag – antagonists of human muscarinic M4 receptor (CHRM4). P08173. 360,000 tested, 0.73% active. inhibition, % at 3 µM. CHO-hM4 cells, ACh EC80, Fluo-8 calcium fluorescence. AID 624125;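 active = inhibition above its plate's cutoff, the mean inhibition of sample wells plus 3 SD, cut at about 27% in these data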;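 also: 0% = acetylcholine EC80 with DMSO and 100% = DMSO without agonist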
CHRM5 agonist – CHRM5 agonism in calcium assay; 360,000 tested, 0.19% active; activation, % at 3 µM; P08912; CHO-K1 hM5 cells, Fluo-8 calcium fluorescence; 0% DMSO wells, 100% maximal acetylcholine response;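 active = activation above the run's mean over test compounds plus 3 SD, cut at about 23% in these data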;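 also: signal is peak over basal fluorescence ratio across the kinetic read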
CHRM1 PAM – potentiates human M1 receptor response to acetylcholine; P11229; CHO-K1 hM1, Fluo-8 calcium fluorescence, ACh EC20; 0% = ACh EC20, 100% = maximal ACh; activation, % at 3 µM; 360,000 tested, 0.088% active; AID 588819; in the data active = activation above about 19%, passing the limit was not always enough
Target sequence (P11229 whole entry, looked up): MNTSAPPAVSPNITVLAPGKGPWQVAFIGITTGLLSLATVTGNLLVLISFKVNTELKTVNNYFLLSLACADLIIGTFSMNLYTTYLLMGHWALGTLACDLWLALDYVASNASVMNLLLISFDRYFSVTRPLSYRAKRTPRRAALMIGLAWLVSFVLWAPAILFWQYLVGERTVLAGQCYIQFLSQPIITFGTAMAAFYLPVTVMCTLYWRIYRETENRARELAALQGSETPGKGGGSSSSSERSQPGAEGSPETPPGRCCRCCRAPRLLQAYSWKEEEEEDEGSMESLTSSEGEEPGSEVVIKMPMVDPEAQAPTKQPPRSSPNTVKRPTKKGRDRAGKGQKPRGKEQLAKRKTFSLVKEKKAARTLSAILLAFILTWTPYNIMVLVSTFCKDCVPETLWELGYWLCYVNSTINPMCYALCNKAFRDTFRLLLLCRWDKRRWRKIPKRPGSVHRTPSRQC
M1 antag – blocks human M1 muscarinic receptor; P11229; CHO-K1 hM1, Fluo-8 calcium fluorescence, ACh EC80 antagonist; inhibition, % at 3 µM; 360,000 tested, 1.3% active;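 active = percent inhibition above its own plate's cutoff, namely the mean of that plate's compound wells plus 3 SD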;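 also: peak over basal fluorescence ratio during 140 s after agonist addition; 0% = ACh EC80 plus DMSO and 100% = DMSO alone without agonist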
The depositor's hits bear a star; · = no result given; & = joins results of further samples. Random draw from the library. About 2.8% of those tested had a hit in this group.

no.	CHRM5 antagonist	M5 PAM	CHRM4 agonist	CHRM4 PAM	CRFBP-R2 agonist	M4 antag	CHRM5 agonist	CHRM1 PAM	M1 antag	SMILES
1	-2	0	1	10	-0.2	9	-2	16	-19	CCN(CC(=O)Nc1ccc(NC(C)=O)cc1)C(=O)c1ccc(N2CCC(C)CC2)c([N+](=O)[O-])c1
2	5	-1	2	4	-5.1	-12	-2	-1	-8	CC1CCCCC12NC(=O)N(CC(=O)OCc1ccccc1F)C2=O (stereo not given)
3	6	-4	0	-1	-0.4	6	-5	7	-9	CCC(NC(=O)CCCc1ccccc1)c1ccccc1 (stereo not given)
4	-2	17	0	8	-1.1	2	-10	11	-9	O=C1CN2C(=N1)N(Cc1ccccc1)c1ccccc12
5	4	-4	0	6	-0.6	2	-1	11	-11	COc1ccc(OC)c(/C=C/C(=O)OCC(=O)NC2CCCCCCC2)c1
6	1	3	2	3	·	2	-2	3	-4	CCNC(=O)C1(C)CCCN(C(=O)c2ccc3sccc3c2)C1 (stereo not given)
7	4	5	1	-4	0.3	2	2	1	-2	CCc1ncc(C)nc1CC
8	12	-1	8	0	0.2	2	-3	4	-2	Cc1cc(OC(=O)c2ccc(OC(C)C)cc2)c([N+](=O)[O-])c(=O)[nH]1
9	1	1	8	-8	0.1	10	2	-3	-5	CC1=CC2C(C(O)CC3(C)C2CC(C)C32OCOC23COCO3)C2(C)C/C(=C\O)C(=O)C=C12 (stereo not given)
10	9	-3	0	-1	-1.0	4	0	7	-1	CCCCOc1ccc(/C(O)=C2/C(=O)C(=O)N(CCCOC)C2c2ccncc2)cc1C (stereo not given)
11	-2	5	0	10	3.1	2	3	4	3	CC(C)c1nnc(NC(=O)Cn2nc(-c3ccc4c(c3)OCCO4)ccc2=O)s1
12	7	-3	2	7	-0.4	-24	-3	16	-13	COc1ccc(-c2ccc(SCC(=O)NC3CCCCC3)nn2)cc1OC
13	-1	-1	7	7	-0.9	-13	-7	-6	20	COc1ccc(N(CC(=O)NCCc2ccc(OC)c(OC)c2)S(=O)(=O)c2c(C)noc2C)cc1
14	-5	-6	5	0	0.2	-6	-3	-2	1	O=C(Nc1ccc(OC(F)(F)F)cc1)C1CCCN(S(=O)(=O)c2cccnc2)C1 (stereo not given)
15	0	2	0	-3	·	-7	0	2	-9	O=C(NCC1CCCCC1)c1csc([C@@H]2O[C@H](CO)[C@H](O)[C@H](O)[C@H]2O)n1
16	5	2	0	1	-1.0	1	-2	3	-5	O=S(=O)(Nc1ccc(N2CCOCC2)cc1)c1ccccc1
17	7	1	0	8	0.0	5	-2	12	-15	Cc1cc(N2CCN(C)CC2)nc2ccc(NC(=S)N3CCCCC3)cc12
18	-1	2	1	7	0.3	-4	-2	9	-13	O=C(NNC(=O)C1C2C=CC(C2)C1C(=O)O)c1cc(Cl)ccc1O (stereo not given)
19	11&7	-7&6	8&10	-7&3	0.0&-1.6	7&-12	2&1	-2&4	-11&-1	Cc1ccc(C(=O)Nc2cccc(C(F)(F)F)c2)cc1NC(=O)c1ccno1
20	8	0	1	-6	-1.4	2	-19	-2	-7	O=[N+]([O-])c1ccc(Cl)c(C[n+]2cccc3ccccc32)c1
21	-3	-6	0	1	-0.9	-2	-5	3	-6	O=c1oc2ccccc2c(N2CCCCC2)c1CN1CCCC1
22	12	-1	3	-1	-0.8	2	0	2	-6	COc1ccc(-c2ccc(NS(=O)(=O)c3cc([N+](=O)[O-])c(C)c([N+](=O)[O-])c3)cc2)nn1
23	-6	14	1	11	5.4	-7	-8	3	-8	CN1CCN(S(=O)C23CC4CC(CC(C4)C2)C3)CC1 (stereo not given)
24	-4	5	1	6	-3.1	0	-1	11	-3	CC(=O)Nc1ccc(S(=O)(=O)NCC(=O)OCC(=O)NC(=O)C2CCCCC2)cc1
25	-6	-10	1	-1	4.2	-10	-10	7	-5	O=c1cc(CN2CCN(S(=O)(=O)c3ccc4ccccc4c3)CC2)nc2sccn12
26	16	-1	1	7	1.7	-1	3	2	14	O=S(=O)(NCCNS(=O)(=O)c1c(F)cccc1F)c1ccc2c(c1)OCCO2
27	11	-13	4	8	1.2	-6	-2	-2	10	CCOc1cc(NC(=S)Nc2ccc(Cl)cc2)c(OCC)cc1NC(C)=O
28	6	-4	9	3	7.5	-3	1	0	-1	Cc1ccc(NC(=O)c2ccc([N+](=O)[O-])o2)cc1S(=O)(=O)N1CCOCC1
29	1	-1	0	3	-1.3	-5	0	3	-9	COc1ccc(CNC(=O)Cn2cc([N+](=O)[O-])nc2C)cc1
30	13	-3	2	4	1.7	-10	-3	6	-7	Cc1[nH]c(C)c(S(=O)(=O)N(C)Cc2ccccc2)c1C(=O)N1CCCCC1
31	4	3	1	0	-3.5	6	-2	4	-3	COc1ccc(-c2cc3nc(C)n(N)c(=O)c3s2)cc1
32	3	-4	6	0	-1.9	1	2	-1	0	CCCN(CC(=O)Nc1ccccc1C)C(=O)C1CCN(S(=O)(=O)c2ccc(C)c(C)c2)CC1
33	-9	10	0	18	-1.0	-11	2	7	-12	O=C(COC(=O)c1ccc(=O)[nH]c1)Nc1cccc(S(=O)(=O)N2CCOCC2)c1
34	7	-7	0	6	1.1	-9	2	6	-4	COc1ccc(CN(Cc2ccco2)S(=O)(=O)c2ccc(S(=O)(=O)N3CCCC3)cc2)cc1
35	-2	1	1	14	0.7	-6	-7	15	-11	CCc1nnc(NC(=O)c2ncc(Cl)c(Cl)c2Cl)s1
36	1	4	0	-2	0.2	1	-2	11	-8	COc1ccc(C/C(C)=N/NS(=O)(=O)c2ccc(Br)cc2)cc1
37	3	-4	3	4	-0.4	11	2	2	-9	Cc1ccc(S(=O)(=O)CCC(=O)OCc2nnc(-c3ccccc3)o2)cc1
38	8	-4	1	-6	1.6	-3	-4	-5	14	COc1ccc(/C=N/N2CCOCC2)cc1Cn1nc(C)c([N+](=O)[O-])c1C
39	1	0	0	8	0.2	8	-2	5	-3	Cc1cccc2cc3c(NC(=O)C(C)C)nn(C)c3nc12
40	-7	4	1	0	-0.8	-3	-5	6	-10	Cc1cccc(N(C(=O)Cn2nnc(-c3ccc(F)cc3)n2)C(C(=O)NC(C)(C)C)c2ccncc2)c1 (stereo not given)
41	-2	-3	0	8	-1.4	-9	-3	4	-9	Cc1ccccc1CNC(=O)C(C)Sc1ccccc1 (stereo not given)
42	5	3	2	-3	1.4	8	-2	-2	5	O=C(CCNS(=O)(=O)c1ccc(Cl)cc1)OCC(=O)N1CCN(C(=O)c2ccco2)CC1
43	-7	11	0	2	0.8	-1	-1	9	-11	O=C(C1COc2ccccc2O1)N1CCN(c2ccccc2Cl)CC1 (stereo not given)
44	1	3	1	9	-5.0	8	-1	5	-2	COc1ccc(Nc2cnn(-c3nc4ccccc4s3)c(=O)c2Cl)cc1
45	3	-5	2	0	10	4	-5	1	-1	Oc1ccc2ccccc2c1/C=N/Nc1nnc(-c2ncc[nH]2)c2ccccc12

Sorted by the number under CHRM5 agonist (high to low): three from the list above.
no.	CHRM5 antagonist	M5 PAM	CHRM4 agonist	CHRM4 PAM	CRFBP-R2 agonist	M4 antag	CHRM5 agonist	CHRM1 PAM	M1 antag	SMILES
39	1	0	0	8	0.2	8	-2	5	-3	Cc1cccc2cc3c(NC(=O)C(C)C)nn(C)c3nc12
41	-2	-3	0	8	-1.4	-9	-3	4	-9	Cc1ccccc1CNC(=O)C(C)Sc1ccccc1 (stereo not given)
45	3	-5	2	0	10	4	-5	1	-1	Oc1ccc2ccccc2c1/C=N/Nc1nnc(-c2ncc[nH]2)c2ccccc12

(listing goes on)
no.	CHRM5 antagonist	M5 PAM	CHRM4 agonist	CHRM4 PAM	CRFBP-R2 agonist	M4 antag	CHRM5 agonist	CHRM1 PAM	M1 antag	SMILES
46	7	-3	0	1	2.7	2	-2	8	-8	NC(=O)C1CCN(CCC(=O)Nc2ccc(Br)cc2)CC1
47	6	-3	3	-4	-1.9	-4	2	5	4	Cn1cccc1-c1cc(C(=O)N/N=C/C=C/c2ccccc2)[nH]n1
48	7	-9	2	-6	0.1	-1	1	-8	5	O=C(NCc1ccco1)C1CCCN1S(=O)(=O)c1ccc2ccccc2c1 (stereo not given)
49	-5	5	0	4	-1.5	-10	1	9	-20	C[C@@H]1CN([C@H](C)CO)C(=O)CCCn2nncc2CO[C@H]1CN(C)Cc1ccc(C(=O)O)cc1
50	-7	8	1	-4	-1.2	1	1	-3	-14	COCCOC(=O)c1c(C)nc(SCC(=O)Nc2ccc(OC)cc2)c(C#N)c1-c1ccco1
51	3	-3	4	-8	8.2	2	-3	4	-5	O=C(O)c1ccccc1C(=O)NCc1c(Cl)cccc1Sc1ccc(Cl)cc1
52	5	-4	2	-1	-0.1	2	-2	4	-7	Cc1cccc(NC(=O)Cc2coc3ccc4ccccc4c23)n1
53	6	-1	3	0	·	0	0	·	·	O=C(/C=C1\OCc2ccccc21)c1ccccc1
54	12	1	0	8	1.7	-5	5	-3	-2	O=C(COC(=O)c1cc(Cl)ccc1O)Nc1cc(C(F)(F)F)ccc1N1CCOCC1
55	0	3	0	6	1.2	-26	-5	0	-1	CCOC(=O)Cc1cn(C(=O)OC(C)(C)C)c2ccccc12
56	0	2	1	9	-2.5	-4	-1	4	-25	CN(C)c1nc(N)nc(CSc2nc3cc(Cl)ccc3o2)n1
57	3	3	4	12	-1.8	-1	1	15	-10	O=C(NCC1CC1)c1ccc2c3n(nc2c1)-c1ccccc1CO3
58	8	-6	7	-4	0.2	-5	3	-12	-1	CC(=O)Nc1ccc(S(=O)(=O)N2CCSC2c2ccc(Cl)cc2)cc1 (stereo not given)
59	11	-2	1	4	0.6	-1	-2	8	-1	Cc1ccc(-n2c(O)c(C=Nc3ccccc3-c3n[nH]c(=S)[nH]c3=O)c3ccccc3c2=O)cc1C
60	10	-4	1	14	-0.4	1	0	15	-19	CCN(C(=O)COC(=O)/C=C/c1nc2ccccc2s1)c1c(N)n(Cc2ccccc2)c(=O)[nH]c1=O

Compound activity deposited in PubChem BioAssay by several laboratories.
